# SIAE primary: human SIAE inhibition, primary screen | inhibition, % at 9.66 µM | Q9HAT2 | SIAE FP-Rh probe binding, fluorescence polarization | 370,000 compounds, 0.69% hits;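 active = inhibition above a cutoff: mean of compounds within the control limits plus 3 SD of those, cut at about 17% in these data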;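 also: 0% = plate median of compound wells and 100% = probe without SIAE protein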
# rCAG binder: r(CAG) repeat RNA binding. TO-PRO-1 dye displacement fluorescence. inhibition, % at 3 µM. 370,000 compounds, 1.3% hits. AID 651821;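 active = inhibition above the plate cutoff, the mean of all test compounds on that plate plus 3 SD, cut at about 35% in these data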;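 also: 0% = DMSO alone and 100% = 100 µM mitoxantrone as full dye displacement; higher means more dye released from RNA so lower well fluorescence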
# GC-B act: GC-B (human) receptor activation. AID 1920062. 370,000 compounds, 0.11% hits. HEK293-GC-B cells, CNP EC30, cGMP TR-FRET; 0% at EC30 CNP, 100% saturating CNP. activation, % at 10 µM;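 active = activation at 10 µM reaching about 35% in either raw or pattern-adjusted values, limit read from the data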
# TDP2 absorb: TDP2 (human) inhibition, absorbance primary screen; recombinant TDP2, T5PNP hydrolysis, p-nitrophenol absorbance 415 nm; inhibition, % at 12.8 µM; 370,000 compounds, 0.34% hits;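 active = inhibition above the mean of all tested compounds plus 3 SD, set per campaign, cut at about 25% in these data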;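 also: 0% = DMSO with enzyme and 100% = buffer with substrate but no TDP2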
# Target sequence (O95551 whole entry, looked up): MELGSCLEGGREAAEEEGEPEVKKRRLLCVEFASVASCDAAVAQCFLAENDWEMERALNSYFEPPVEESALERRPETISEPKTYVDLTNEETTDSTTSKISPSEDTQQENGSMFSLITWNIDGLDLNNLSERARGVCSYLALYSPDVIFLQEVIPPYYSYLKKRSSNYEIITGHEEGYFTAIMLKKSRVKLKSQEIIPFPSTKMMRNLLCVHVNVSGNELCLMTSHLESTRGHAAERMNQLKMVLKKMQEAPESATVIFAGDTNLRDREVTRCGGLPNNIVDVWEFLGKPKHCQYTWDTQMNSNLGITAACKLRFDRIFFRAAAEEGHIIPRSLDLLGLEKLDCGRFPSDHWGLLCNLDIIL
#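 test system = human TDP2 enzyme | input = TDP2 enzyme at 120 nM final | medium = 50 mM Tris-HCl pH 7.5 with Mg2+, KCl, DTT, BSA | also added = T5PNP substrate, 5 mM | times = 2 h at 37 °C | technique = epi absorbance | benchmarks = high control without enzyme, low control DMSO plus TDP2 | replication = each compound tested once, singlicate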
# PRMT1 inh: blocks human protein arginine methyltransferase 1. Q99873. recombinant PRMT1, activity-based probe fluorescence polarization. inhibition, % at 2.79 µM. 370,000 compounds, 1.3% hits;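 active = inhibition above about 21% made by adding two undisclosed values, limit read from the data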
# Target sequence (Q99873 whole entry, looked up): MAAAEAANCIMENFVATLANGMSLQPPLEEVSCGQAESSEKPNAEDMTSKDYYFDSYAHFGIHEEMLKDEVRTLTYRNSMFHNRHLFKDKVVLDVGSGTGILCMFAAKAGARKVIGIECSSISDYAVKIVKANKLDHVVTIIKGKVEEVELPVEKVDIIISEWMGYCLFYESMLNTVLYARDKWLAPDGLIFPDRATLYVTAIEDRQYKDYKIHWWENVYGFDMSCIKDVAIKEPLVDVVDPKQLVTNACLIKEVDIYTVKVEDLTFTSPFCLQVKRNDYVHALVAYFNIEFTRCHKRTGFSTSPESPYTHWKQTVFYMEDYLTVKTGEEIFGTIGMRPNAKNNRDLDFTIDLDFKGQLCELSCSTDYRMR
# TCR CD3 inh: blocks the human TCR-CD3 interaction; 360,000 compounds, 0.37% hits; inhibition, % at 9.4 µM; TAMRA-labeled TCR probe fluorescence, biochemical; in the data active = inhibition above about 19%;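 also: recombinant mutant TCR 2C K166C tagged with TAMRA read by polarization; 0% = receptor in buffer alone and 100% = receptor with positive control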
# HTRA1 inhibitor: blocks human HTRA1 serine peptidase | 340,000 compounds, 0.5% hits | recombinant HTRA1, FP-rhodamine activity-based probe, fluorescence polarization | Q92743 | inhibition, % at 5.96 µM; in the data active = inhibition above about 36%;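 also: 0% = enzyme with DMSO and 100% = wells lacking enzyme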
# ABHD4 inh: inhibits mouse alpha/beta hydrolase domain 4 | Q8VD66 | purified mABHD4, FP-Rh probe fluorescence polarization | inhibition, % at 8.92 µM | 370,000 compounds, 0.54% hits;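 active = inhibition exceeding the mean over every tested compound plus 3 SD, cut at about 30% in these data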;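 also: 0% = plate median of compound wells and 100% = S159A mutant with DMSO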
# Target sequence (Q8VD66 whole entry, looked up, the tested form may be a part): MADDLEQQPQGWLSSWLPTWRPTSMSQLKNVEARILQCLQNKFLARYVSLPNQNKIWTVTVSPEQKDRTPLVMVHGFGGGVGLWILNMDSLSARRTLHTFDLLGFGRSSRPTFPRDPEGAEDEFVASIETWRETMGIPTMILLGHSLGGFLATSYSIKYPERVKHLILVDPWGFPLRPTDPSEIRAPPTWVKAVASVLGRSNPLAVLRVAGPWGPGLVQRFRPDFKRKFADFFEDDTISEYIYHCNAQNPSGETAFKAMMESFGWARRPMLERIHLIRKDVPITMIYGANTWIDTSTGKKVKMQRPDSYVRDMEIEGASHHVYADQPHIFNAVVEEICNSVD
#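 Assay system: wild-type mouse ABHD4 protein; compound: single nominal dose of 8.92 µM, 0.89% DMSO final; schedule: 45 min + 60 min at 25 °C; measured by: FP readout, ex 525 nm / em 598 nm; evaluation: % inhibition of FP-Rh probe binding versus controls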
# LEDGF integ inh: blocks HIV-1 LEDGF/p75-dependent DNA integration. 370,000 compounds, 0.64% hits. inhibition, % at 3.7 µM. TR-FRET IN-LEDGF/p75 DNA integration, Eu/Cy5. AID 743269;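 active = inhibition above the screen-wide mean plus 3 SD, cut at about 13% in these data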;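 also: signal is the Cy5 over europium emission ratio at 671 and 618 nm; 0% = plate median of compound wells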
# MBD2 inh: inhibitors of human MBD2 binding to methylated oligonucleotide | Q9UBB5 | TR-FRET | inhibition, % at 4.4 µM | 370,000 compounds, 0.31% hits | AID 686964; in the data active = inhibition above about 13%
# An asterisk follows results filed as active; · = no result given; + = active, no number.
# Key to letters – A = SIAE primary; B = rCAG binder; C = GC-B act; D = TDP2 absorb; E = PRMT1 inh; F = TCR CD3 inh; G = HTRA1 inhibitor; H = ABHD4 inh; I = LEDGF integ inh; J = MBD2 inh
O=C(CCc1nc(-c2ccc(F)cc2)no1)Nc1cccc(C(=O)NC2CC2)c1
  A: 3	B: -1	C: -4	D: -1	E: 0	F: -3	G: -6	H: -4	I: -5	J: 0

CCc1c(O)nc(SC2CC(=O)N(c3ccccc3)C2=O)[nH]c1=O (centres undefined)
  A: 1	B: 3	C: -2	D: 4	E: 2	F: -3	G: -2	H: -3	I: 3	J: 2

CCC1CCCCN1Cc1nc2c(c(=O)n(C)c(=O)n2C)n1CC(C)C (centres undefined)
  A: -2	B: 0	C: 1	D: 6	E: -4	F: 7	G: -6	H: 4	I: 1	J: -1

O=[N+]([O-])c1ccc2[nH]ccc2c1
  A: -3	B: 0	C: -8	D: -3	E: 11	F: -12	G: ·	H: -10	I: 3	J: 7

Cc1ccc(CC(=O)NCC(c2ccco2)N(C)C)cc1C (centres undefined)
  A: -6	B: -2	C: 7	D: 2	E: -3	F: 2	G: 3	H: 2	I: 2	J: -3

O=C(Nc1cccc2ccccc12)N1CCOCC1
  A: -4	B: 2	C: 7	D: 1	E: 7	F: 5	G: 8	H: 9	I: 8	J: -3

Cc1ccccc1NC(=O)c1cc2ccccn2n1
  A: -1	B: -1	C: -4	D: 6	E: -2	F: 3	G: 4	H: -2	I: -2	J: 5

Cc1cc(NC(=O)Cn2nc(C)c([N+](=O)[O-])c2C)no1
  A: 2	B: -3	C: 2	D: 2	E: 6	F: -7	G: -2	H: 8	I: -2	J: 1

Cc1cnc(C(=O)OCC(=O)c2csc(N3CCCCC3)n2)cn1
  A: 9	B: -1	C: 0	D: -3	E: 1	F: 3	G: 11	H: 13	I: 1	J: -6

CCOC(=O)c1ccc2[nH]c3c(c2c1)CCCC3NC=O (centres undefined)
  A: 9	B: -3	C: 5	D: 12	E: -2	F: -4	G: 7	H: 3	I: 0	J: 2

COc1ccc(/C=N/NC(=O)c2ccc(Cl)cc2)cc1COC(C)=O
  A: -1	B: 4	C: -1	D: -14	E: -2	F: -4	G: -4	H: -8	I: 6	J: -1

C=C1CCN([C@@H](C)C(=O)OCc2cccc(C)c2)S(=O)(=O)c2ccccc21
  A: -2	B: -4	C: 0	D: 6	E: 0	F: -1	G: -29	H: 0	I: 0	J: -1

COCCNc1nc(Oc2cccc(NC(C)=O)c2)c2sc(-c3ccccc3)cc2n1
  A: -11	B: 4	C: -7	D: 5	E: 2	F: 1	G: ·	H: -4	I: 0	J: 0

CCCCNc1nc(-c2ccccc2)c(C(=O)OCC)cc1C#N
  A: -11	B: -4	C: 2	D: 2	E: -3	F: 5	G: -27	H: -7	I: 2	J: -4

O=C1NCC(O)=C1C=NCCO
  A: -1	B: -7	C: 8	D: 2	E: 4	F: -6	G: 7	H: 3	I: -1	J: 2

CCOC(=O)c1ccc(CN2C(=O)c3ccccc3S2(=O)=O)cc1
  A: 6	B: -5	C: 2	D: -6	E: -1	F: 5	G: -8	H: -1	I: 4	J: 5

CSc1nsc(N/N=C/c2ccc3c(c2)OCO3)c1C#N
  A: 5	B: 12	C: 1	D: 0	E: -1	F: 8	G: -8	H: 4	I: -8	J: -5

COc1ccc(OC)c(-c2cc(C(=O)NCCCn3ccnc3)no2)c1
  A: -1	B: 0	C: -1	D: -9	E: -2	F: 12	G: 2	H: -1	I: -1	J: 0

CC1=CC(=O)N(c2cccc3c(N4C(=O)C=C(C)C4=O)cccc23)C1=O
  A: -50	B: 36*	C: 3	D: -1	E: 10	F: 1	G: -41	H: -11	I: 7	J: 15*

COc1ccc(NC(=O)Nc2cccs2)cc1Cl
  A: 8	B: 10	C: -2	D: 8	E: 3	F: 0	G: 4	H: 3	I: -2	J: 2

CCOC(=O)c1sc(NC(=O)c2ccc(S(=O)(=O)N3CCOCC3)cc2)cc1C
  A: -54	B: 19	C: -8	D: -3	E: 1	F: 6	G: -42	H: -32	I: -1	J: -2

CC(C)CCOc1ccc(C(=O)NCCC(=O)N2CCOCC2)cc1
  A: -4	B: -8	C: -1	D: 1	E: -4	F: 1	G: 5	H: 0	I: -3	J: 1

COc1ccc(C(C(=O)N(C)C2CCCC2)N(Cc2ccc(F)cc2)C(=O)c2sccc2Cl)cc1OC (centres undefined)
  A: 4	B: 0	C: -14	D: -4	E: -3	F: ·	G: ·	H: -2	I: 0	J: -2

CCNC(=S)N(CCc1c(C)[nH]c2ccccc12)Cc1cccnc1
  A: 3	B: -2	C: -1	D: 12	E: 1	F: 7	G: 6	H: -1	I: 4	J: -6

Cc1cc(NS(C)(=O)=O)c(=O)n(Cc2cccc(C(F)(F)F)c2)c1
  A: -5	B: 2	C: 3	D: 4	E: 6	F: -4	G: -1	H: 9	I: -1	J: -1

CCOc1ccc(S(=O)(=O)Nc2cccc(C(=O)N3CCN(c4cccc(OC)c4)CC3)c2)cc1
  A: 13	B: 5	C: 0	D: 8	E: -1	F: -4	G: -13	H: 17	I: -1	J: 2

Oc1nc(-c2ccc(Br)cc2)n2ccncc12
  A: 6	B: 4	C: 0	D: -8	E: 3	F: -4	G: -1	H: 3	I: 0	J: -11

O=C1CN2CCC1C/C2=C\c1ccnc2c(Cl)cccc12 (centres undefined)
  A: -5	B: -5	C: 2	D: 2	E: -1	F: 0	G: 4	H: 3	I: 1	J: -4

O=C(CSCCc1ccccn1)Nc1ccccn1
  A: -4	B: 0	C: 8	D: 6	E: 6	F: -4	G: 2	H: -4	I: 1	J: 3

CCOC(=O)C1(Cc2ccc(OC)cc2)CCN(C(=O)[C@@H]2CCCN2C(C)=O)CC1
  A: -4	B: -9	C: 6	D: 2	E: -1	F: -8	G: 8	H: 6	I: -7	J: 2

# Next results follow:
# Sequence of screens: SIAE primary	rCAG binder	GC-B act	TDP2 absorb	PRMT1 inh	TCR CD3 inh	HTRA1 inhibitor	ABHD4 inh	LEDGF integ inh	MBD2 inh
O=C(CN1CCOCC1)Nc1c(Cl)cc(Cl)cc1Cl
→ -2	-2	4	6	2	-2	5	0	-5	0
CCCN(C(=O)CN1C(=O)NC2(CCCCCC2)C1=O)C1CCS(=O)(=O)C1 (centres undefined)
→ -3	-4	-4	-9	9	-2	-4	0	-9	1
Clc1ccc(CSc2nnc(-c3ccccn3)n2Cc2ccco2)cc1Cl
→ -6	2	-7	-1	3	-4	·	-8	-6	-1
COc1cc(C(=O)Nc2cc(-c3cn4cccnc4n3)ccc2C)cc(OC)c1OC
→ -4	2	1	-10	0	8	3	-4	0	-1
N/C(Cc1ccc(Cl)c(Cl)c1)=N\OC(=O)c1ccc(Br)o1
→ -5	-2	-1	9	2	-4	+	-3	-4	2
CCOC(=O)C1C(C)=C(Nc2ccc(OC)cc2)C(=O)N1c1ccc(OC)cc1 (centres undefined)
→ 8	-1	0	5	0	6	5	-5	1	-2
O=C(NC1CCN(S(=O)(=O)c2ccc(F)cc2)CC1)C1CCCCC1
→ -7	-2	0	-12	7	-8	1	-8	-3	3
C=CCn1c(SC(C)CC)nc(O)cc1=O (centres undefined)
→ 4	5	7	-4	0	4	-7	12	-2	-6
c1ccc(CSCc2nc3ccccc3[nH]2)cc1
→ 1	-3	-1	3	0	-7	2	-4	0	8
O=C(COC(=O)c1n[nH]c2ccccc12)NCc1ccccc1
→ -5	4	2	6	6	-4	4	2	-1	2
Nc1nnc(SCc2ccccc2)n1-c1ccccc1
→ 0	1	-2	8	1	2	12	3	1	1
Cc1cccc(-n2c(-c3ccco3)n[nH]c2=S)c1
→ 6	0	3	-7	7	1	4	-3	2	1
Cc1cc(F)ccc1S(=O)(=O)Nc1ccc(C(=O)N(C)Cc2ccco2)cc1
→ -11	6	-2	-10	-3	-6	1	0	4	-5
CCS(=O)(=O)c1ccc2oc(Nc3ccccc3C)nc2c1
→ -2	0	6	2	3	3	1	4	0	5
Fc1ccc(-c2cnc[nH]2)cc1
→ 1	3	6	6	2	-1	-6	-1	0	8
O=[N+]([O-])c1ccc(Sc2n[nH]c(-c3ccccc3)n2)nc1
→ 3	4	5	1	5	-2	0	-7	2	0
COc1cccc(/C=C2\CC3(OC(=O)C4CCCC4)CCCN2C3)c1 (centres undefined)
→ 13	-1	-3	-2	1	·	·	-2	-3	4
Cc1cccc(C)c1NC(=O)C(c1ccccc1OC(F)(F)F)N1CCN(c2ccc(F)cc2)CC1 (centres undefined)
→ -6	2	-11	-12	-4	3	·	-5	2	3
CCN(CC)c1ccc(/C=N/N2CC(=O)NC2=S)cc1
→ 10	6	-3	-3	9	-6	9	9	-7	-8
COC(=O)c1ccc(NC(=O)CNc2ccccc2)cc1
→ 5	-3	4	1	4	-2	-4	-2	-2	-4
COc1cc(NC(=O)c2cc3c(CO)cnc(C)c3oc2=Nc2cccc(C(N)=O)c2)cc(OC)c1
→ -10	0	-6	14	-1	1	-1	3	-5	1
Oc1ccc(N=Nc2ccccc2C(F)(F)F)c2cccnc12
→ 2	8	0	2	2	-3	54*	7	-5	1
CCc1ccc(OCCn2cccn2)cc1
→ 6	-2	2	-2	-1	3	10	-7	1	3

# At a glance, 13 of the compounds above:
# Sequence of screens: SIAE primary	rCAG binder	GC-B act	TDP2 absorb	PRMT1 inh	TCR CD3 inh	HTRA1 inhibitor	ABHD4 inh	LEDGF integ inh	MBD2 inh
O=C(CN1CCOCC1)Nc1c(Cl)cc(Cl)cc1Cl
→ -2	-2	4	6	2	-2	5	0	-5	0
CCCN(C(=O)CN1C(=O)NC2(CCCCCC2)C1=O)C1CCS(=O)(=O)C1 (centres undefined)
→ -3	-4	-4	-9	9	-2	-4	0	-9	1
Clc1ccc(CSc2nnc(-c3ccccn3)n2Cc2ccco2)cc1Cl
→ -6	2	-7	-1	3	-4	·	-8	-6	-1
COc1cc(C(=O)Nc2cc(-c3cn4cccnc4n3)ccc2C)cc(OC)c1OC
→ -4	2	1	-10	0	8	3	-4	0	-1
N/C(Cc1ccc(Cl)c(Cl)c1)=N\OC(=O)c1ccc(Br)o1
→ -5	-2	-1	9	2	-4	+	-3	-4	2
CCOC(=O)C1C(C)=C(Nc2ccc(OC)cc2)C(=O)N1c1ccc(OC)cc1 (centres undefined)
→ 8	-1	0	5	0	6	5	-5	1	-2
O=C(NC1CCN(S(=O)(=O)c2ccc(F)cc2)CC1)C1CCCCC1
→ -7	-2	0	-12	7	-8	1	-8	-3	3
C=CCn1c(SC(C)CC)nc(O)cc1=O (centres undefined)
→ 4	5	7	-4	0	4	-7	12	-2	-6
c1ccc(CSCc2nc3ccccc3[nH]2)cc1
→ 1	-3	-1	3	0	-7	2	-4	0	8
O=C(COC(=O)c1n[nH]c2ccccc12)NCc1ccccc1
→ -5	4	2	6	6	-4	4	2	-1	2
Nc1nnc(SCc2ccccc2)n1-c1ccccc1
→ 0	1	-2	8	1	2	12	3	1	1
Cc1cccc(-n2c(-c3ccco3)n[nH]c2=S)c1
→ 6	0	3	-7	7	1	4	-3	2	1
Cc1cc(F)ccc1S(=O)(=O)Nc1ccc(C(=O)N(C)Cc2ccco2)cc1
→ -11	6	-2	-10	-3	-6	1	0	4	-5

# Only part of the results is shown; the hit share may differ from the screen's.
